USP1-UAF1 inh = Inhibitors of USP1/UAF1: Primary Screen. recombinant USP1/UAF1, Ub-Rhodamine cleavage fluorescence. Potency, µM (doses to about 57.1 µM), without a hit: at the highest dose activity change, negative = inhibition, most hits filed as inhibitors. 390,000 compounds, 0.23% hits; note: potency is the fitted concentration of half-maximal effect; % is set by controls: 0 for no effect and ±100 for the full control effect; nearly all actives have a fitted effect of over 60% in size; inactives centre near -12
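USP1/UAF1 complex (1 nM) preincubated 15 min at room temperature with compound, then Ub-Rho substrate (150 nM final) added. Kinetic fluorescence at 480/540 nm over 6 reads at 60 s intervals; 50 mM HEPES pH 7.8, 0.5 mM EDTA, 0.1 mg/ml BSA, 1 mM TCEP, 0.01% Tween-20.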
TrxR1 inh = qHTS Assay for Inhibitors of Mammalian Selenoprotein Thioredoxin Reductase 1 (TrxR1): qHTS. Thioredoxin reductase 1, cytoplasmic (Rattus norvegicus), O89049. 390,000 compounds, 1% hits. Potency, µM (titrated, usually from 114 µM), inactives show at the highest dose activity change, negative = inhibition, usual class: inhibitors. AID 588453, 2011. recombinant rTrxR1, NADPH fluorescence consumption, selenite substrate; note: potency is the fitted concentration of half-maximal effect; % is set by controls: 0 for no effect and ±100 for the full control effect; nearly all actives have a fitted effect of over 65% in size
Target sequence (O89049 whole entry, looked up): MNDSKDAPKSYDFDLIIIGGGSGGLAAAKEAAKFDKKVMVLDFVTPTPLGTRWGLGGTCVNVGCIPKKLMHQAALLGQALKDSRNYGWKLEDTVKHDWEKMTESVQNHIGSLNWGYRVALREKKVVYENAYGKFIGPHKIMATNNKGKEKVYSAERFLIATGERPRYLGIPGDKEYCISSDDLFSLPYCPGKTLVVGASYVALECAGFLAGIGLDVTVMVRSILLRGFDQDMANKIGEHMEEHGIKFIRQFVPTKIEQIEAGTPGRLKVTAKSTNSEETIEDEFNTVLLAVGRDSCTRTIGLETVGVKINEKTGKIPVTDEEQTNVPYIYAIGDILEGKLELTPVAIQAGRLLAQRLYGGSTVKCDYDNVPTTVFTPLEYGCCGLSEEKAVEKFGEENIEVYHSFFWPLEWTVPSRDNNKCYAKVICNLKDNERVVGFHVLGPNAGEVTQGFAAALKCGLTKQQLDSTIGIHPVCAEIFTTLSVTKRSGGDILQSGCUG
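Rat TrxR1 (90 nM in the dispensed reagent) was pre-reduced with 400 uM NADPH for 5 min at room temperature, then incubated with compound for 15 min. After 400 uM selenite was added, NADPH fluorescence (Ex 340/Em 450 nm) was followed for 8 min.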
D2 agonist = HTS Assay for Allosteric Agonists of the Human D2 Dopamine Receptor: Primary Screen for Agonists. AID 485358, 2010. HEK293 T-REx D2 cells, calcium flux agonist mode. D(2) dopamine receptor (Homo sapiens), P14416. activation, % at 2 µM. 340,000 compounds, 0.53% hits;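 active = activation over 3 SD above normal in the single-dose calcium agonist read, cut at about 30% in these data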; note: 0% is about no effect
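In this primary screen, compounds producing a positive calcium signal within 180 s of addition to tetracycline-induced, force-coupled HEK293 Trex D2 cells are flagged; cells are dye-loaded with a no-wash calcium kit beforehand.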
TrxR1 substrate = qHTS Assay for Substrates of Mammalian Selenoprotein Thioredoxin Reductase 1 (TrxR1): qHTS. purified TrxR1 substrate turnover, NADPH consumption readout. Potency, µM (series often up to 114 µM), for the others: top-dose activity change, negative = substrate turnover. 390,000 compounds, 0.01% hits. AID 588456, 2011; note: potency is the fitted concentration of half-maximal effect; % is set by controls: 0 for no effect and ±100 for the full control effect; nearly all actives have a fitted effect of over 50% in size
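Rat TrxR1, dispensed at 90 nM, was prereduced with 400 uM NADPH (final) for 5 min at ~22 deg C, then incubated with compound 15 min before 400 uM selenite. A first-read NADPH fluorescence drop versus no-compound background flagged substrates.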
TRHR enhancer = qHTS for Small Molecule Agonists and Allosteric Enhancers of Human TRH Receptor: Primary Screen for Enhancers. 360,000 compounds, 0.66% hits. Thyrotropin-releasing hormone receptor (Homo sapiens), P34981. enhancement, % at 2 µM. TRHR cells, fluo-8 calcium fluorescence, EC20 TRH enhancement; in the data active = enhancement above about 30%; note: 0% is about no effect
Target sequence (P34981 whole entry, looked up): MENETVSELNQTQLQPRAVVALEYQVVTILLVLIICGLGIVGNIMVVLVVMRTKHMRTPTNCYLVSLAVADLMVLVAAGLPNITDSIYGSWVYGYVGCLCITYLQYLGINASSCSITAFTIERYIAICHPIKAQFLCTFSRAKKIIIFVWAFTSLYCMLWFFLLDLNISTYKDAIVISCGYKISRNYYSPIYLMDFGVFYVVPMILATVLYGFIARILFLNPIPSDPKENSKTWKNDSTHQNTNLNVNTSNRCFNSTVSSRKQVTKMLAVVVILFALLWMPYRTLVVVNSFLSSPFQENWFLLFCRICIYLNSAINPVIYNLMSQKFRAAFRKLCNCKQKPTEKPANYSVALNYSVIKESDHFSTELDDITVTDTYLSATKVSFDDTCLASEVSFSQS
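TRHR-expressing cells loaded with fluo-8 calcium dye were read kinetically (ex 480/em 530) during compound addition, then stimulated with an EC20 of TRH (10 nM final). Enhancement of the Gq-mediated intracellular calcium response was scored.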
Pin1 inh = qHTS Assay to Find Inhibitors of Pin1. Peptidyl-prolyl cis-trans isomerase NIMA-interacting 1 (Homo sapiens), Q13526. Pin1 FP peptide displacement, HiFluor488, 10 min. Potency, µM (series often up to 115 µM), for inactives: at the top dose activity, negative = inhibition, hits mostly inhibitors. 390,000 compounds, 0.009% hits. AID 504891, 2011; active = well fitted inhibition curve with a large enough effect in the polarisation, with a control signal flat, not every such curve was filed as active; inconclusive = small, poorly fitted or top-dose-only effect, or effect the other way, or a change in a side signal; inactive = no such curve, though single readings can be large or run the other way; the % refers to the polarisation; note: potency is the fitted concentration of half-maximal effect; % is set by controls: 0 for no effect and ±100 for the full control effect
Target sequence (Q13526 whole entry, looked up): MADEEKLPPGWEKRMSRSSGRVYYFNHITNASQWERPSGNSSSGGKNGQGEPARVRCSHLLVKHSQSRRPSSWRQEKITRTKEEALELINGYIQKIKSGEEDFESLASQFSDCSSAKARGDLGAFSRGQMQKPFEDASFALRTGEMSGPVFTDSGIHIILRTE
TRHR agonist = qHTS for Small Molecule Agonists and Allosteric Enhancers of Human TRH Receptor: Primary Screen for Agonists; TRHR cells, calcium flux fluo-8, FDSS agonist mode; activation, % at 2 µM; 360,000 compounds, 0.18% hits; AID 493084, 2011; in the data active = activation above about 30%; note: 0% is about no effect
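TRHR-expressing cells loaded with fluo-8 calcium dye; 23 nL library compound pin-transferred, kinetic FDSS fluorescence (Ex 480/Em 530) recorded about 180 s for agonist-induced calcium release, before a 10 nM TRH EC20 addition for potentiator mode.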
mIDH1 inhibitor = qHTS for Inhibitors of mutant isocitrate dehydrogenase 1 (IDH1): qHTS. Potency, µM (top dose mostly 76.6 µM), inactives show at the highest dose activity change, negative = inhibition, usual class: inhibitors. 390,000 compounds, 0.093% hits. IDH1-R132H enzyme, NADPH consumption, diaphorase/resazurin fluorescence. Isocitrate dehydrogenase [NADP] cytoplasmic (Homo sapiens), O75874. AID 602179, 2012; note: potency is the fitted concentration of half-maximal effect; % is set by controls: 0 for no effect and ±100 for the full control effect; nearly all actives have a fitted effect of over 65% in size
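IDH1-R132H (0.5 ug/mL) preincubated 30 min with compound, then NADPH (0.016 mM) and alpha-KG (2 mM) added; 80 min at RT, pH 7.5. Remaining NADPH coupled via diaphorase/resazurin to fluorescence (540/590 nm); concentration-response curves normalized to no-enzyme control.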
D2 antag = HTS Assay for Allosteric Antagonists of the Human D2 Dopamine Receptor: Primary Screen for Antagonists; D(2) dopamine receptor (Homo sapiens), P14416; HEK293 TREx D2 cells, calcium flux, dopamine EC80; inhibition, % at 10 µM; 340,000 compounds, 2% hits; in the data active = inhibition above about 30%; note: 0% is about no effect
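Cells plated overnight at 30 C with tetracycline; no-wash calcium dye, 30–90 min RT; 10 s baseline; compound pinned; 180 s read; EC80 dopamine added; another 180 s read.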
* = called active by the depositor; ? = inconclusive; nt = no result given; [ ] = dose if it differs, or a comment. Unless noted, calls come from the whole dose curve; as a rule, active = well fitted inhibition curve with a large enough effect; inconclusive = small, poorly fitted or top-dose-only effect; inactive = no such curve, though single readings can be large or run the other way. This is a subset; count on the stated rates, not on these rows.

Start of the data: the first two compounds, to show the layout:
smiles	TRHR enhancer	D2 agonist	D2 antag	TrxR1 inh	USP1-UAF1 inh	mIDH1 inhibitor	TRHR agonist	Pin1 inh	TrxR1 substrate
Cc1cccc2cc(CN(C(=O)c3cnccn3)C3CCCCC3)c(Cl)nc12	0	-1.0	-4	7%	-24%	-1%	-0.4	3%	-1%
Cc1ccc(S(=O)(=O)N2CCCC2CO)cc1 (stereo not given)	6	1.1	-5	16%	-2%	1%	0.2	0%	12%

Main list, repeating the preview:
smiles	TRHR enhancer	D2 agonist	D2 antag	TrxR1 inh	USP1-UAF1 inh	mIDH1 inhibitor	TRHR agonist	Pin1 inh	TrxR1 substrate
Cc1cccc2cc(CN(C(=O)c3cnccn3)C3CCCCC3)c(Cl)nc12	0	-1.0	-4	7%	-24%	-1%	-0.4	3%	-1%
Cc1ccc(S(=O)(=O)N2CCCC2CO)cc1 (stereo not given)	6	1.1	-5	16%	-2%	1%	0.2	0%	12%
COc1ccc(NC(=O)CN(Cc2ccco2)Cc2ccco2)cc1S(=O)(=O)N1CCCCC1	-18	-1.2	-8	-12%	-19%	1%	-0.5	16%	-9%
Cc1ccc(N(C)S(=O)(=O)c2cccc(C(=O)Nc3nc4ccccc4[nH]3)c2)cc1	5	-1.7	-11	1%	-22%	3%	-1.7	-3%	-1%
FC(F)Oc1ccc(NC(=S)NCc2nc3ccccc3[nH]2)cc1	-4	-1.0	24	5%[57.1 µM]	?	-3%	-0.9	-5%	-1%[57.1 µM]
Cc1ccc(C2=CSC3=NS(=O)(=O)CCN23)cc1	-11	-0.7	-10	14%[57.1 µM]	3%	-2%	1.4	-6%	8%[57.1 µM]
COC(=O)c1c(NC(=O)C2c3ccccc3Oc3ccccc32)sc(C)c1C	-10	1.1	27	19%[57.1 µM]	-21%	0%	1.9	2%	13%
COc1ccc(S(=O)(=O)N2CCSC2c2ccc(OC)c(OC)c2)cc1 (stereo not given)	-2	0.3	-1	15%	-6%	-3%	-0.5	-3%	-5%
CCOc1ccc(NC(=O)CN2CCN(C3CCCCC3)C(=O)C2=O)cc1	1	1.3	nt	6%[57.1 µM]	-3%	15%	0.7	3%	-1%[57.1 µM]
Cc1ccc(SCc2cc(=O)n3[nH]cnc3n2)cc1	5	1.3	-13	-10%	0%	-4%	0.5	-13%	-10%
COc1ccc(CCNC(=O)COc2cc(C)cc3oc(=O)cc(C)c23)cc1OC	0	-2.4	14	7%	-20%	0%	0.3	5%	7%
O=C(Nc1cccc(Br)c1)c1ccc(OC2CSC2)cc1	9	-0.5	-2	nt	nt	nt	1.2	nt	nt
Cc1ccc(-c2c(C(=O)N/N=C/c3sccc3C)nnn2-c2nonc2N)cc1	11	1.2	7	1%	-15%	21%	0.0	10%	-10%
CC(=O)c1c(C)nc(-c2cccc([N+](=O)[O-])c2)n1O	4	1.2	-22	2%[57.1 µM]	-6%	0%	0.3	-1%	-8%
COc1cc2c(cc1O)[C@H](Cc1ccc(Oc3cc(C[C@@H]4NCCc5cc(OC)c(O)cc54)ccc3O)cc1)NCC2	4	1.7	-40	nt	nt	nt	2.8	nt	nt
CCOc1cc2nc(-c3ccc(OC)c(OC)c3)nc(N3CCOCC3)c2cc1OC	-6	nt	nt	-5%	-20%	?	-0.6	?	5%
CCOc1ccc(CCNC(=O)COC(=O)c2ccc(C)c([N+](=O)[O-])c2)cc1OCC	4	-1.0	-3	-20%	-6%	7%	-1.4	-4%	-19%
CCOc1ccccc1N1CCN(C(=O)CNC(=O)c2ccccc2F)CC1	1	0.2	-4	30%	-22%	14%	0.2	6%	9%
Cc1nn(-c2ccc(C(=O)O)cc2)c(C)c1Cl	-2	-0.2	-10	25%[57.1 µM]	-11%	9%	0.3	-2%	-11%[57.1 µM]
CC(C)Oc1ccc(CCNC(=O)C2CCC(=O)N(C3CCCCCC3)C2)cc1 (stereo not given)	1	-0.7	-1	24%[57.1 µM]	-24%	1%	-0.1	-5%	7%[57.1 µM]
COc1ccc(-n2nc(C(=O)N3CCCC(C)C3)c3c4ccccc4n(C)c3c2=O)cc1Cl (stereo not given)	-5	-0.2	nt	56%[activator]	-10%	-12%	0.3	-2%	16%
CC(=O)c1ccc(-c2ccc(C(=O)NCC(c3ccco3)N(C)C)o2)cc1 (stereo not given)	nt	nt	nt	13%[2.29 µM]	-12%	1%	nt	4%	56%[57.1 µM]
COc1ccc(CCn2c(NCCCN3CCOCC3)nc3c2c(=O)[nH]c(=O)n3C)cc1	1	0.3	1	-3%	1%	-1%	1.0	-5%	-8%
Cc1nc(NCC2CC2)c2nnn(Cc3ccccc3)c2n1	-1	-0.7	-6	12%	-21%	1%	-0.4	-2%	8%
COc1ccccc1-c1sc2ccccc2c1-c1ccc(O)cc1	nt	nt	nt	-3%	-20%	-12%	nt	4%	3%
O=C(Nc1ccc2c(c1)C(=O)N(CC1CCCO1)C2=O)c1cccc(Br)c1 (stereo not given)	-1	0.7	0	57%[activator]	-18%	6%	0.2	5%	103%[activator]
CC(C)CCNC(=O)CN(C(=O)Cn1nnc(-c2ccc(F)cc2)n1)C1CCCC1	-9	0.3	-5	9%	-5%	-3%	0.8	1%	2%
CC(C)(CNC(=O)CNC(=O)c1ccccc1F)N1CCOCC1	-1	0.3	6	21%	-20%	3%	0.2	-5%	3%
COc1ccc(CCNC(=O)CCSCc2ccccc2Cl)cc1OC	2	0.3	nt	8%[57.1 µM]	0%	18%	-0.8	-1%	-1%[57.1 µM]
Cc1ccccc1CS(=O)(=O)Cc1ccc(C(=O)NCCCN2CCCC2=O)o1	-3	-0.6	-5	-6%	-12%	7%	2.0	5%	-1%
Cc1onc(-c2ccccc2)c1C(=O)N1CCN(c2ccccc2)CC1	-7	0.0	-4	-11%	1%	1%	-0.5	2%	-3%
CCOc1ccc(OC(=O)c2cccnc2)cc1	2	1.1	-1	-1%	-17%	8%	-0.1	-1%	-8%
CN(C)Cc1cn(CCC(=O)O)c2ccccc12	nt	nt	nt	?	-12%	0%	nt	-10%	-1%
COc1ccccc1C1NC(=O)NC(C)=C1C(C)=O (stereo not given)	-2	-0.1	-1	-8%	-15%	4%	0.4	-9%	-5%
CN(C(=O)c1cccc(NC(=O)Cc2ccc(NC(=O)C3CCN(C(=O)CCc4ccccc4)CC3)cc2)c1)C1CCCCC1	nt	nt	nt	14%	-31%	8%	nt	25%	-1%
CCOC(=O)NC(Nc1ccc(OC)cc1)(C(F)(F)F)C(F)(F)F	-5	0.7	3	17%	-3%	10%	0.7	0%	7%
FC(F)(F)c1cccc(-c2ccc(-c3csnn3)o2)c1	-6	-2.6	-12	35%[activator][57.1 µM]	-13%	0%	-0.5	-9%	3%[57.1 µM]
CCN1CCCC1CNC(=O)c1cc(N)ccc1OC (stereo not given)	nt	nt	nt	19%	-15%	-4%	nt	-1%	17%
CC1=NN(c2ccccc2)C(c2ccco2)C1 (stereo not given)	nt	nt	nt	-3%	-7%	-2%	nt	1%	5%
COc1ccc(CNC(=O)CSc2nnc(C)c(=O)[nH]2)cc1	-1	2.1	-1	5%	0%	6%	1.0	3%	2%
O=S(=O)(c1ccc(Cl)cc1)N1CCN=C1SCc1cccnc1	-4	-1.0	-7	13%	-8%	-2%	-0.4	1%	4%
COc1ccc(Cc2nc3ccc(C(=O)NCc4ccccc4Cl)cc3o2)cc1	4	-0.2	nt	40%[activator][57.1 µM]	-2%	-13%	1.3	37%[activator]	5%[57.1 µM]
Cc1cnc(NC(=O)C(C)N2CCN(C)CC2)s1 (stereo not given)	2	1.4	0	-7%	-16%	-2%	0.1	-8%	-8%
COc1cccc(C2/C(=C(/O)c3ccc4c(c3)CC(C)O4)C(=O)C(=O)N2CC2CCCO2)c1 (stereo not given)	-2	0.3	6	0%	-11%	14%	0.2	-1%	-14%
O=C(Nc1ccc(S(=O)(=O)Nc2ccc(Cl)cc2)cc1)C1CCCO1 (stereo not given)	1	1.1	-4	16%	-14%	-4%	1.2	-1%	3%
CCN(CC)c1ccc(NC(=O)c2cccn2-c2nnc(N3CCCCC3)s2)c(C)c1	-11	10	nt	24%[57.1 µM]	-7%	18%	6.5	-1%	4%[57.1 µM]
O=C(NC(=O)c1ccccc1)Nc1ccc(-c2cc(C(F)(F)F)nn2-c2ccccc2)cc1	6	-0.3	nt	42%[11.4 µM]	-22%	nt	-3.5	1%	14%[11.4 µM]
CCOc1ccc(Nc2nc(Nc3ccc(OCC)cc3)nc(N3CCOCC3)n2)cc1	35*	nt	nt	-8%	-13%	2%	-0.5	7%	4%
O=C(COC(=O)c1c2c(nc3ccccc13)CCCC2)c1cccs1	7	0.0	23	20%[57.1 µM]	-12%	3%	-0.1	17%	3%[57.1 µM]
Cc1ccccc1CSc1ncc(CO)n1Cc1ccc(F)cc1	12	0.6	nt	14%[57.1 µM]	?	3%	-0.3	-5%	4%[57.1 µM]
